RAD52 anneal inh – RAD52 (human) annealing inhibition; P43351; recombinant RAD52 DNA annealing, FRET fluorescence; inhibition, % at 18.7 µM; 360,000 tested, 0.46% active; AID 651710;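 active means every replicate showing at least 50% inhibition; inconclusive means mean inhibition at least 50% but not in every replicate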
Xi reactivation – activators of X-chromosome reactivation in mouse fibroblasts | 360,000 tested, 0.055% active | activation, % at 7.58 µM | XiGFP mouse fibroblasts, % GFP-positive cells imaging, 3 d; cells co-treated with 5-aza-dC sensitizer; scaled so ellipticine positive control = 100%;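 active means mean normalized replicate activation at least 10% and every replicate at or above 10%; inconclusive means only one of the two criteria met; inactive means mean below 10% and not all replicates reach 10%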;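 further: 0% = median of on-plate neutral control wells and 100% = ellipticine 6 µM median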
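Schedule: 3 d treatment, 15 min room-temperature fixation; system: 68-5-11 XiGFP fibroblast line; buffer or medium: DMEM plus 5-aza-dC sensitizer; control set: ellipticine 6 µM positive control; compound: one concentration, pinned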
FN deposit inh – fibronectin deposition inhibition; inhibition, % at 12.6 µM; AH1F fibroblasts, Alexa488-fibronectin deposition fluorescence, overnight; AID 743247; 350,000 tested, 0.086% active;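 active means mean inhibition across replicates of 30% or more, regardless of how many single replicates reach that level; inconclusive means mean under 30% yet at least half of replicates reach 30%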;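 further: positive control wells lacked labelled fibronectin entirely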
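Assay system: AH1F fibroblast monolayer, labelled fibronectin deposition. Amount: 10000 cells per well. Also added: labelled fibronectin 24 nM. Compound: single-point pinned compound. Incubation: cell attachment 1 h, compound and FN exposure overnight. Detection: fluorescence after three HBSS washes, excitation 485 nm, emission 525 nm. Read-out: inhibition of fibronectin deposition signal.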
EWS-Fli inh – inhibitors of EWS/Fli oncoprotein transcriptional activity; A673 NR0B1-luciferase reporter, viability-normalised; inhibition, % at 12.6 µM; 350,000 tested, 0.67% active;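 active means mean inhibition of at least 50% after viability correction, with every replicate also passing that limit; inconclusive means mean reaches 50% but only one of two replicates passes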;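 further: firefly luciferase signal divided by Alamar Blue viability fluorescence both relative to DMSO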
S100A4 MyoIIA – blocks human S100A4 binding to myosin IIA peptide. S100A4/TAMRA-MyoIIA peptide fluorescence polarization. inhibition, % at 10.7 µM. 360,000 tested, 0.14% active. AID 652163;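 active means mean inhibition of at least 70% across replicates, with every replicate also reaching that level; inconclusive means mean inhibition reaches 70% but some replicates fall short; inactive means mean inhibition below 70%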
Target sequence (P26447 whole entry, looked up): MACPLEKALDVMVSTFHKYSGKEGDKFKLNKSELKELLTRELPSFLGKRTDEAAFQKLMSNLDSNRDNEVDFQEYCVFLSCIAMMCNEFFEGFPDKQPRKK
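Material: S100A4 monomer protein / Buffer or medium: 50 mM HEPES pH 7.2, 10 mM CaCl2, 100 mM KCl / Times: 5 min incubation before reading / Benchmarks: neutral control DMSO, positive control TFP / Reagent: labelled myosin peptide probe, 5 nM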
RAD54 inh – RAD54 (human) branch migration inhibition. Q92698. RAD54 Holliday junction branch migration, FAM/BHQ fluorescence. inhibition, % at 10.4 µM. 360,000 tested, 0.14% active. AID 602329;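 active means mean normalized replicate activity at least 40 and at least half of replicates scoring 40 or more; inconclusive means only one of the two criteria met; inactive means mean below 40 and under half of replicates reaching 40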;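 further: 0% = median of neutral control wells and 100% = median of positive control wells; inhibitors cause a drop in the FAM fluorescence signal; in these data hits start at about 50%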
Target sequence (Q92698 whole entry, looked up): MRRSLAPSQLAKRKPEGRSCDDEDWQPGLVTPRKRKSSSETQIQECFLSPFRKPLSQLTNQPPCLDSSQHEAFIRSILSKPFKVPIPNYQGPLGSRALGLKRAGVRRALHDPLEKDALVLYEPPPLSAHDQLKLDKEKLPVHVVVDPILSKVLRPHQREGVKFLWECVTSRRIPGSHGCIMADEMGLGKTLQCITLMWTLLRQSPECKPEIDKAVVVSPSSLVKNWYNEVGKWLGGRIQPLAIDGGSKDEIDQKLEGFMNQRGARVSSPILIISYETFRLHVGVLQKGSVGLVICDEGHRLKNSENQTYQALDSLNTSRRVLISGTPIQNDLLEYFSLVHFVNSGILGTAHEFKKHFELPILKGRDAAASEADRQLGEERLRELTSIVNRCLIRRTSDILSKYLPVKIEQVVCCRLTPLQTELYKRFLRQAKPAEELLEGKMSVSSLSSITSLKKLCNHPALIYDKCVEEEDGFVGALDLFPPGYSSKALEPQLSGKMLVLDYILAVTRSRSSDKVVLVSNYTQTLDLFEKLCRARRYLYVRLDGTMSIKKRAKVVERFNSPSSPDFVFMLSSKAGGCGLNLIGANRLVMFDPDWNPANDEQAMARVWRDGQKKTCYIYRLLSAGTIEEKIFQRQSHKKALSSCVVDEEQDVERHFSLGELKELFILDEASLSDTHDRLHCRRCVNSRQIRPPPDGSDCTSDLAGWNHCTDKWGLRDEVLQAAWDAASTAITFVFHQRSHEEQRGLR
E-sel inducer – E-selectin induction on HUVECs | P16581 | 260,000 tested, 0.37% active | HUVEC E-selectin immunofluorescence imaging; normalized: neutral wells 0, TNF-alpha wells 100 | activation, % at 7.58 µM;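 active means mean E-selectin-positive cell signal at least 10% of the positive control, reached in at least 60% of replicates, without over 20% cell loss; inconclusive means no rule given, readout overlaps actives, possibly toxicity-flagged; inactive means the rest, including those meeting only one limit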;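 further: in these data hits start at about 27%; measured in HUVEC primary endothelial cells; signal is the percent of cells scored E-selectin positive by PE staining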
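System: HUVEC, human umbilical vein endothelial cells; quantity: 3,000 cells/well; buffer or medium: EGM-2 medium, gelatin-coated wells; dosing: single-point compound dose; detection: immunofluorescence imaging; evaluation: % PE-positive cells; benchmarks: TNF-alpha, DMSO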
esBAF inh – inhibitors of esBAF chromatin remodeling in mouse ES cells; reporter increase, % at 12.5 µM; Bmi1-luciferase knock-in reporter, 24 h; 100% = twice the neutral-well signal; 350,000 tested, 2% active; in the data active means activation above about 40%; inconclusive means no clear call, values can overlap the other calls;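 further: 0% = median of the plate's neutral control wells and 100% = double that signal; a rise in the Bmi1 reporter signal indicates esBAF inhibition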
An asterisk follows results filed as active; ? = inconclusive; / = no result given; & = joins results of further samples.

SMILES	RAD52 anneal inh	Xi reactivation	FN deposit inh	EWS-Fli inh	S100A4 MyoIIA	RAD54 inh	E-sel inducer	esBAF inh
CCCn1c(SCC(=O)NCc2ccccc2Cl)n[nH]c1=O	-8	0.0	9	-1	1	/	3.0	/
C[C@H](O)[C@@H]1C(=O)N2CCc3ccc(N4CCN(C)CC4)cc3[C@@H]2C[C@@H]1N(C)C(=O)c1ccc(C#N)cc1	-1	-0.2	-8	-4	0	-18	/	0
Cc1cc(C(=O)N2CCCC2(C)C(=O)NCC(C)C)nn1C(C)(C)C (configuration not stated)	-12	0.1	-14	-69	2	8	0.7	5
Cc1noc(C)c1NC(=O)Nc1ccc2c(c1)C(=O)N([C@H](C)CO)C[C@H](C)[C@H](CN(C)S(C)(=O)=O)OCCCC[C@@H](C)O2	4	0.3	/	-5	-9	12	0.0	-3
O=C(CCOc1ccccc1)N1CCN(c2ccc(O)cc2)CC1	3	-0.1	11	4	-1	-2	/	4
C/C=C/c1ccc([C@H]2[C@@H](CO)N3CCCCN(S(=O)(=O)c4cccc(C)c4)C[C@H]23)cc1	48	0.0	-7	13	-8	-5	0.1	-4
Cc1ccc(N=CC2=C(O)CC(c3ccccc3Cl)CC2=O)cc1 (configuration not stated)	-17	0.1	7	13	-4	-2	-0.1	/
COc1ccc(CN(C)C[C@H]2OCCCC[C@@H](C)Oc3ccc(N(C)C)cc3C(=O)N([C@H](C)CO)C[C@H]2C)cc1	-4	-0.8	/	-1	/	-1	0.0	-3
C[C@@H]1CN([C@H](C)CO)C(=O)Cc2cc(NC(=O)Nc3ccc(C(F)(F)F)cc3)ccc2O[C@@H]1CN(C)S(C)(=O)=O	-1	-1.3	/	/	2	-4	/	0
C=CCNC(=S)NNC(=O)c1cccn(Cc2ccc(Cl)cc2Cl)c1=O	9	/	-15	/	-2	-15	/	-5
Cc1cccc(NC(=O)Cn2c(O)c(N=NC(=O)c3ccccc3O)c3ccccc32)c1	-8	0.0	-8	/	0	11	0.6	/
COc1ccc(SC[C@H](Cc2ccccc2)N2CC[C@@H](O)CCC2=O)cc1	-3	0.2	6	-16	10	-5	0.0	4
Cc1nc(SCC(=O)N2CCN(c3ccccn3)CC2)c(C#N)c(C)c1C	-19	0.7	3	4	-1	3	/	5
Cc1ccc(S(=O)(=O)NCC(=O)OCC(=O)N2CC(=O)Nc3ccccc32)cc1	1	0.0	3	1	1	0	/	2
COc1ccc(OC)c(S(=O)(=O)N(C(C)=O)c2ccc3oc(=O)sc3c2)c1	-26	0.0	/	0	-2	/	/	/
Cc1cccc2c(=O)n(C(=O)c3ccccc3)c(N)nc12	14	0.3	/	21	-10	1	-1.0	/
CCN(CC(=O)N1CCC(C(N)=O)CC1)S(=O)(=O)c1ccc(Cl)cc1	-9	0.1	4	/	-7	-4	-0.2	-8
COc1cccc(C(O)c2ncc(-c3cccc(F)c3)[nH]2)c1 (configuration not stated)	-19	0.0	-3	-6	-7	-7	0.0	20
COc1ccc(-c2nnc(SCc3cc(C)ccc3C)n2N)cc1	-3	/	8	/	-7	11	/	-13
C=C1[C@H](C)CN(S(=O)(=O)C(C)(C)C)[C@H]1CCO	-4	-0.1	-2	-5	8	-2	/	-5
Cc1cccnc1C(NC(=O)C1CCN(CCOc2ccc(Cl)cc2Cl)CC1)c1ccc(Cl)cc1 (configuration not stated)	-8	-0.1	11	4	-4	0	0.1	-1
Cc1cc(C(=O)NCCN2CCN(c3cccc(Cl)c3)CC2)n(-c2ccccc2)n1	-23	0.3	7	49	-4	-6	-0.4	-1
COc1cc2c(cc1OC)-c1cc(Nc3ccccc3Br)nc(=O)n1CC2	5	0.2	19	23	-3	14	0.0	6
S=c1[nH]nc(-c2ccco2)n1-c1ccc(Cl)cc1	-10	-0.1	1	-4	0	/	/	/

Rewritten as comma-separated lines: entries from further up
Compound,RAD52 anneal inh,Xi reactivation,FN deposit inh,EWS-Fli inh,S100A4 MyoIIA,RAD54 inh,E-sel inducer,esBAF inh
Cc1cccc(NC(=O)Cn2c(O)c(N=NC(=O)c3ccccc3O)c3ccccc32)c1,-8,0.0,-8,/,0,11,0.6,/
COc1cc2c(cc1OC)-c1cc(Nc3ccccc3Br)nc(=O)n1CC2,5,0.2,19,23,-3,14,0.0,6
C/C=C/c1ccc([C@H]2[C@@H](CO)N3CCCCN(S(=O)(=O)c4cccc(C)c4)C[C@H]23)cc1,48,0.0,-7,13,-8,-5,0.1,-4

The list continues:
SMILES	RAD52 anneal inh	Xi reactivation	FN deposit inh	EWS-Fli inh	S100A4 MyoIIA	RAD54 inh	E-sel inducer	esBAF inh
CCc1ccc(C(=O)NNc2ccccc2F)cc1	1	0.0	-3	-39	3	-5	0.3	30
O=C(OCCCc1cc2ccccc2c(=O)o1)c1ccccc1C(F)(F)F	-71	0.0	10	-6	-2	3	0.0	-17
CCC(C)N(C(=O)CSc1nnnn1-c1ccccc1OC)C1CCS(=O)(=O)C1 (configuration not stated)	-3	-0.1	7	-2	-1	9	0.1	-1
CCOC(=O)[C@]12CCC=C1N(Cc1ccccc1)C(=O)[C@H](CC(=O)NCCC(C)C)C2	-15	0.0	/	-2	13	/	-0.1	/
CS(=O)(=O)N1CCC(C(=O)N2CCN(Cc3ccccc3)CC2)CC1	0	0.1	-3	5	-2	/	/	/
O=C1CCC[C@H]2c3[nH]c4ccccc4c3CCN12	-6	/	/	12	-1	8	/	2
Cc1ccc(S(=O)(=O)N(C)c2cc(S(=O)(=O)N3CCOCC3)c(C)cc2C)cc1	-10	0.4	-5	1	2	-7	-0.2	-1
O=C(NNS(=O)(=O)c1ccccc1)c1ccccc1-n1cccc1	-8	-0.1	/	-2	8	-5	0.1	-9
COc1ccc(NC(=S)NC23CN4CN(CN(C4)C2)C3)cc1	/	-0.1	3	/	/	1	/	-8
O=C(C1=C[C@H](c2ccc3c(c2)OCO3)C[C@H](OCc2ccc(CO)cc2)O1)N1CCN(Cc2ccc3c(c2)OCO3)CC1	-11&6&-43	0.0	6	4&2&10	0&-37&3	-1&-6&9	0.1	8
CC(C(=O)O)c1ccc2c(c1)[nH]c1ccc(Cl)cc12 (configuration not stated)	-16	0.0	-1	-2	15	1	?	1
COc1ccc(CN2CCC[C@]3(N[C@H](c4ccc(C)cc4)[C@@H]4C(=O)N(Cc5ccccc5)C(=O)[C@@H]43)C2=O)cc1	-12	0.0	1	8	-2	5	/	-3
CCC(=O)N1C[C@@H](C)[C@H](OC)CN(C)C(=O)c2ccc(NC(=O)CC(F)(F)F)cc2OC[C@H]1C	-50	0.3	-7	/	-13	/	0.3	/
CC(C)NC(=O)N(C)C[C@H]1Oc2ccc(NC(=O)CCC(F)(F)F)cc2CC(=O)N([C@@H](C)CO)C[C@H]1C	-18	4.3	/	-3	6	8	55*	3
COC(=O)[C@@]1(Cc2ccc(F)cc2)[C@H]2c3cc(C(=O)N4CCCC4)n(Cc4cc(C)n(C)n4)c3C[C@H]2CN1C(=O)c1ccccc1	-19	0.0	3	-1	12	/	19	/
O=C(CSc1ccc(-c2ccccc2)nn1)c1ccccc1	-20	-0.1	3	-59	4	0	1.4	31
CN(C)C(=O)C[C@H]1C[C@H]2c3cc(NC(=O)NC4CCCCC4)ccc3O[C@H]2[C@H](CO)O1	-9	0.3	-16	-1	6	6	-0.2	5
Cn1c(=O)n(C)c2cc(NS(=O)(=O)c3cccs3)ccc21	-29	0.1	/	-14	-1	5	/	2
CC(C)c1nc(C#N)c(NN)o1	-2	0.0	-6	-7	-1	-1	/	13
C[C@H](CO)N1C[C@H](C)[C@H](CN(C)C(=O)C2CCOCC2)Oc2cc(C3=CCCC3)ccc2S1(=O)=O	0	-0.7	6	2	-3	1	0.7	2
CCNC(=O)C[C@H]1CC[C@@H]2[C@H](COC[C@H](O)CN2C(=O)Nc2c(C)noc2C)O1	0	0.1	-3	-8	5	2	0.2	-6
COc1ccc(CNC(NC(=O)c2ccccc2)(C(F)(F)F)C(F)(F)F)cc1	-13	0.3	-2	15	-4	/	-1.3	/
Cc1noc(C)c1S(=O)(=O)N(C)C[C@@H]1OCCCC[C@H](C)Oc2ccc(NS(=O)(=O)c3ccc(Cl)cc3)cc2C(=O)N([C@@H](C)CO)C[C@H]1C	-16	-1.1	/	-2	-19	-10	0.6	-5
COc1ccc(NC(=O)N(C)C[C@@H]2Oc3ncc(C4=CCCC4)cc3C(=O)N([C@@H](C)CO)C[C@@H]2C)cc1	-5	-0.9	1	-2	11	1	0.0	0
c1ccc(Nc2ncnc3[nH]ncc23)cc1	-14	0.1	9	-13	-2	-4	0.0	/
CCc1ccc(NC(=S)Nc2cccc3cnccc23)cc1	-18	-0.1	-12	-35	0	0	4.5	62*
Cc1ccc(SCC(=O)OCC(=O)N(CCC#N)c2ccccc2)cc1C	0	0.3	4	-1	-3	-3	-1.2	6
COc1ccccc1OCCCOc1ccc(/C=C2\SC(=O)NC2=O)cc1OC	-16	0.4	-3	-4	3	-18	-0.1	-4
COc1ccc(C(=O)CSc2nnc(NC(=O)C3CC(=O)N(c4ccccc4)C3)s2)cc1 (configuration not stated)	-45	0.0	5	-4	7	-2	-1.7	/
Cc1cc(-c2ccc(S(=O)(=O)N3CCCCC3)s2)on1	-14	0.2	-6	-3	-5	-3	/	-5
CO[C@H]1CN(C)C(=O)c2cc(NC(=O)Nc3ccccc3F)ccc2OC[C@@H](C)N(Cc2ccccc2C(=O)O)C[C@@H]1C	-5	0.3	3	2	6	7	0.2	-2
COc1ccc(NC(=O)C2CCCN2S(=O)(=O)c2ccc3c(c2)CCC(=O)N3)c(OC)c1 (configuration not stated)	-11	0.2	5	-5	-4	-3	/	-12
COc1cccc(NC(=O)Nc2ccc3c(c2)OC[C@@H](C)NC[C@@H](C)[C@H](OC)CN(C)C3=O)c1	84*	0.2	-4	-17	2	-4	-0.3	2
COc1ccc2c3c([nH]c2c1)[C@@H](CO)N(C(=O)Nc1ccc(F)cc1)CC31CN(S(=O)(=O)c2cn(C)cn2)C1	-4	0.2	/	21	0	/	0.2	/
Cc1cccc(-c2nc(NCCCN(C)C)c3ccccc3n2)c1	84*	0.0	9	-22	31	82*	/	23
COCC(=O)N(C)C[C@H]1Oc2cc(C#C[C@@H](C)O)ccc2S(=O)(=O)N([C@H](C)CO)C[C@@H]1C	0	-0.3	11	-3	-5	-10	0.4	1
COc1ccc(NC(=O)CN(C)C2CCS(=O)(=O)C2)cc1 (configuration not stated)	4	0.0	-15	0	-2	9	-0.1	-6
CCc1csc(N2[C@H](C#N)[C@@H](c3ccc(-c4ccc(F)cc4)cc3)[C@@H]2CO)n1	-42	0.2	4	13	1	2	-0.6	-5
